# Screens (PubChem)
# USP2a inh: blocks human ubiquitin-specific protease USP2a. Potency, µM (highest dose often 38.3 µM), for inactives: top-dose activity change, negative = inhibition, most hits filed as inhibitors. USP2 core, Ub-CHOP2 coupled fluorogenic reporter, 485/531. actives 0.01% (n = 330,000). O75604;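 further: potency means the concentration at half of the fitted maximal effect; plate controls were DMSO wells for no effect and full inhibition by NEM control for full effect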
#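 Deubiquitinase activity read as fluorescence (485/531 nm) after Ub-CHOP2 cleavage activates the enterokinase reporter on its substrate; USP2 core 10nM, Ub-CHOP2 and substrate 25nM each, 30min compound preincubation then 60min RT; data normalized to NEM, curves fitted.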
# B2AR arrestin: recruits beta-arrestin to the human beta2-adrenergic receptor | beta-arrestin recruitment to beta2AR, cell-based reporter | P07550 | actives 0.02% (n = 330,000) | Potency, µM (series often up to 46.1 µM), without a hit: top-dose activation, hits mostly activators | AID 492947;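 further: potency means the concentration at half of the fitted maximal effect; 0% = DMSO controls and full agonism = EC100 isoproterenol or metaproterenol; nearly all actives have a fitted effect of over 65% in size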
# TRPV1 ag: agonists of human vanilloid receptor 1 (TRPV1) | Q8NER1 | TRPV1-expressing cells, Fluo-8 calcium influx, agonist mode | activation, % at 8.33 µM | actives 0.19% (n = 320,000) | AID 540275; in the data active means activation above about 80%; inconclusive means between about 30% and that limit; further: 0% is about no effect
# Target sequence (Q8NER1 whole entry, looked up): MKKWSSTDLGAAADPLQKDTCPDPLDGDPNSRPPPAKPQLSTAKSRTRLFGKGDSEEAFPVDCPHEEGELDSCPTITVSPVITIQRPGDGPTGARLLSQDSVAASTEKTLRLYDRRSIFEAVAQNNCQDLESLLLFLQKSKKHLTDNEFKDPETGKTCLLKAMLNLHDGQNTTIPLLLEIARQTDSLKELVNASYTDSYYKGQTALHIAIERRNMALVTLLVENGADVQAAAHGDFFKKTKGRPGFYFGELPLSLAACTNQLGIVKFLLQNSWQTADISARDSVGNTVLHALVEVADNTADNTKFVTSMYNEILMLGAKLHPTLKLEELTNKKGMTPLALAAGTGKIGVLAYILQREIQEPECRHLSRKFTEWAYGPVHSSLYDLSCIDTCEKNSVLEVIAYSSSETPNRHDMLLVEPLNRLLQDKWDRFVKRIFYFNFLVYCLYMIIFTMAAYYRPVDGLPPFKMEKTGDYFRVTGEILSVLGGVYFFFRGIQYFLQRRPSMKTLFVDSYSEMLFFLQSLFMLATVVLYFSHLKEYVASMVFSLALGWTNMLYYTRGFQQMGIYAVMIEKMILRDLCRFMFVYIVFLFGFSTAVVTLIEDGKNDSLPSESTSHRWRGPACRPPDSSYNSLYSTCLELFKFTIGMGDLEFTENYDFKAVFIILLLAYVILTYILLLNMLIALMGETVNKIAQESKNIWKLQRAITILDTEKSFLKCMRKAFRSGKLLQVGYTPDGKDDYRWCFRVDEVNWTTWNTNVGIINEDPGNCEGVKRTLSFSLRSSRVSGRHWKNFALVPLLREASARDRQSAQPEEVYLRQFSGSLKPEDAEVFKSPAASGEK
#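 TRPV1-expressing cells were cultured overnight at 35.5C and loaded with Fluo-8 calcium dye for 40 to 90 min at room temperature. After a 10 s baseline, compound was added and calcium influx was read kinetically for 3 min (ex 480/em 520 nm).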
# Eya2 phos inh: Eya2 (human) phosphatase inhibition; O00167; recombinant Eya2, OMFP fluorescence dephosphorylation (OMFP is methylfluorescein phosphate); Potency, µM (doses to about 76.9 µM), inactives show at the top dose activity, negative = inhibition, actives largely listed as inhibitors; actives 0.006% (n = 330,000); AID 488837; further: potency means the concentration at half of the fitted maximal effect; on the % scale 0 is the no-effect control and ±100 the full control effect
#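 Eya2 protein (added as 0.2 uM solution) was preincubated with compound for 10 min at ambient temperature in 50 mM HEPES pH 7.5, 50 mM NaCl, 5 uM MgCl2, 0.05% BSA, 1 mM DTT. OMFP (added at 50 uM) then reacted 10 min; fluorescence read at 485/525 nm.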
# p53 reactivation: restores transcriptional activity of mutant p53 | AID 504706 | Potency, µM (titrated, usually from 92.2 µM), for the others: at the top dose activity change, positive = activation, usual class: activators | H1299 p53-A138V BP100-luciferase reporter, luminescence, 24 h | actives 0.063% (n = 320,000); further: potency means the concentration at half of the fitted maximal effect; % of control where 0% means no effect; nearly all actives have a fitted effect of over 45% in size
#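 H1299 (p53-null), stable ts p53-A138V + BP100-Luc; 1000 cells/well, Opti-MEM/10% FBS; cpd 4 pt, 1:5; 24 h, 37 deg C, 5% CO2; detection reagent 10 min RT; luminescence.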
# ASM inhibitor: human S-ASM enzyme inhibition. placental ASM, HMU-PC fluorogenic substrate, 60 min. actives 0.006% (n = 340,000). P17405. Potency, µM (highest dose often 57.5 µM), inactives show at the top dose activity change, negative = inhibition, actives largely listed as inhibitors; further: potency means the concentration at half of the fitted maximal effect
#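 qHTS format. ASM enzyme prepared from human placenta hydrolyses the fluorogenic substrate HMU-PC0 (9 uM final) over 60 min at 37 °C after a 10 min compound preincubation.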
# uPA generation: inhibitors of cell surface uPA generation | actives 0.31% (n = 330,000) | cell surface uPA generation assay, qHTS | Potency, µM (highest dose often 38.3 µM), without a hit: at the highest dose activity change, negative = inhibition, hits mostly inhibitors; active means well fitted inhibition curve with a large enough effect; inconclusive means small, poorly fitted or top-dose-only effect; inactive means no such curve, though single readings can be large or run the other way; tested in mouse RAW 264.7 cells; further: potency means the concentration at half of the fitted maximal effect; on the % scale 0 is the no-effect control and ±100 the full control effect; nearly all actives have a fitted effect of over 55% in size
# TSG101-PTAP inh: blocks PTAP/TSG101 interaction to inhibit HIV-1 budding. Q99816. Fluorescence polarization, FITC-PTAP peptide / Tsg101 binding. Potency, µM (titrated, usually from 115 µM), for inactives: top-dose activity change, negative = inhibition, hits mostly inhibitors. 340,000 tested, under 10 active. AID 493005; active means well fitted inhibition curve with a large enough effect in the main read-out, with a control signal flat, not every such curve was filed as active; inconclusive means small, poorly fitted or top-dose-only effect, or effect the other way, or a change in a side signal; inactive means no such curve, though single readings can be large or run the other way; further: potency means the concentration at half of the fitted maximal effect; % of control where 0% means no effect
#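 Fluorescence polarization binding of Tsg101 binding domain (10 uM final) to FITC-labeled PTAP peptide (50 nM final) in HEPES pH 7.5 buffer with NaCl, Tween 20, EDTA, TCEP. Compounds added before peptide; binding 20 min at RT.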
# ELG1 genotox: inducers of genotoxicity in HEK293T ELG1-luciferase cells; HEK293T ELG1-luciferase reporter, luminescence, 16 h; Potency, µM (doses to about 46 µM), for inactives: top-dose activity change, positive = activation, usual class: activators; actives 1.3% (n = 330,000); AID 504466; further: potency means the concentration at half of the fitted maximal effect; % of control where 0% means no effect; nearly all actives have a fitted effect of over 60% in size
#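 Luminescence read-out: rising ELG1-luciferase signal, reflecting elevated ELG1 protein under genetic stress, flags genotoxic compounds. Cells were treated for 16 hr at 37 °C before ONE-Glo detection.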
# BRCA1 expr act: activators of BRCA1 expression | actives 1.1% (n = 380,000) | MCF7-BRCA1-FFLuc reporter, luminescence, 48 h; response scale: scaled: vehicle 0%, 10 µM genistein 100% | Potency, µM (series often up to 46.1 µM), for the others: at the highest dose activation, usual class: activators | AID 624202; further: potency means the concentration at half of the fitted maximal effect; nearly all actives have a fitted effect of over 80% in size; some results filed as inactive show a strong effect at the top dose
#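 Quantitative HTS in MCF7 cells stably reporting BRCA1 expression via firefly luciferase. Compound treatment lasts 48 h at 37 °C in phenol-red free MEM. Activation is expressed relative to genistein at 10 microM and DMSO.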
# a7 integrin act: activators of alpha7 integrin expression for muscular dystrophy; Potency, µM (top dose mostly 38.3 µM), for inactives: at the highest dose activation, hits mostly activators; alpha7betagal myoblasts, beta-gal FDG fluorescence, 48 h; actives 0.064% (n = 350,000); AID 624291;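 further: potency means the concentration at half of the fitted maximal effect; 100% = response of the positive control SU9516; nearly all actives have a fitted effect of over 60% in size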
#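 Alpha7betagal+/- myoblasts (passage 13) were plated 16-24 hr, then exposed to compounds (1:260 dilution of DMSO stock) for 48 hours at 37C. After MPER lysis, β-galactosidase reporter activity was read as FDG fluorescence (ex 480/em 540) after 30 minutes.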
# The depositor's hits bear a star; ? = inconclusive; · = no result given; [ ] = another dose, or the depositor's remark. Unless noted, the call rests on the fitted dose curve; in most records, active means well fitted curve in the direction sought with a large enough effect; inconclusive means small, poorly fitted or top-dose-only effect, or another doubt; inactive means no such curve, though single readings can be large; an effect the other way counts as inactive or inconclusive.
SMILES,USP2a inh,B2AR arrestin,TRPV1 ag,Eya2 phos inh,p53 reactivation,ASM inhibitor,uPA generation,TSG101-PTAP inh,ELG1 genotox,BRCA1 expr act,a7 integrin act
Cc1ccc(NC(=S)N(CCCN2CCOCC2)Cc2cccs2)c(C)c1,-1%,0.0%,23,0%,-7%,3%,-12%,-2%,1%,-11%,-6%
Cc1ccc(C2N3CC4([N+](=O)[O-])CN2CC([N+](=O)[O-])(C3)C4(C)C)cc1 (stereo unspecified),1%,-0.4%,2,2%,-5%,0%,3%,2%,-4%,21%,-17%
O=C(NCc1cccs1)C1CCN(S(=O)(=O)c2ccc3c(c2)OCCO3)CC1,-1%,-0.4%,-1,-1%,0%,5%,8%,-3%,1%,-19%,-18%
CCOc1ccc(NC(=O)CN(C)C(=O)CSC(C)C(=O)Nc2cc(C)on2)cc1OCC (stereo unspecified),0%,-0.6%,-2,-1%,-9%,4%,-1%,-1%,-1%,-4%,-22%
COCCCNC(=O)Cn1nnc(-c2ccccc2NC(=O)c2ccccc2F)n1,0%,-1.0%,10,6%,-2%,1%,-12%,-2%,-3%,9%,12%
Cc1ccc(Nc2nnc(SC(C)C(=O)NCC3CCCO3)s2)cc1 (stereo unspecified),-5%,0.3%,·,-24%,-4%,0%,-2%,-1%,-6%,-13%,-3%
Cn1c(=O)n(CCc2ccccc2)c(=O)c2c1nc1n2CCN1Cc1ccco1,-1%,0.4%,14,-4%,2%,-3%,0%,-5%,-17%,-58%,-21%
CCCCSc1nc2c(cnn2-c2ccc(C)c(C)c2)c(=O)[nH]1,3%,-0.1%,1,-33%,1%,3%,8%,-3%,4%,-9%,4%
COc1ccc(CC(=O)n2[nH]c(=O)ccc2=O)cc1OC,12%,0.3%,-6,14%,11%,14%,-2%,-3%,0%,0%,7%
Cc1cc(C)n2nc(C(=O)OCCOc3cccc(Br)c3)nc2n1,0%,-0.4%,-1,-2%,14%,4%,-3%,-3%,8%,0%,9%
CCOC(=O)c1sc(NC(=O)C2CC=CCC2C(=O)O)nc1C (stereo unspecified),-1%,-0.3%,0,12%,1%,-1%,-8%,3%,5%,10%,37%
CCCOc1ccc2oc(=O)c3c(c2c1)CCCN3C(=O)CN(C)Cc1ccccc1,1%,-0.9%,24,-4%,0%,7%,-3%,-3%,-7%,-19%,-15%
Cc1oc2c(c(C)cc3oc(=O)c(CC(=O)NCC(=O)NCC(=O)O)c(C)c32)c1C,1%,-1.1%,-2,3%,9%,·,·,·,0%,·,·
CC1CCCN(C(=O)COC(=O)CNC(=O)c2sc3ccccc3c2Cl)C1 (stereo unspecified),1%,-0.3%,1,11%,0%,1%,10%,-2%,-1%,-1%,-5%
Cc1ccc(OCCCSc2ncccn2)cc1C,1%,-0.5%,?,-2%,?,8%,-2%,-4%,?,?,-20%
CC(=O)c1ccc(NC(=O)CSc2nnc(-c3ccncc3)n2C2CC2)cc1,2%,-0.1%,1,8%,-11%,2%,-9%,-6%,5%,-17%,8%
COc1cc(C(=O)OCC(=O)Nc2ccccc2C(=O)NC2CC2)c([N+](=O)[O-])cc1OC,2%,-0.2%,-1,-9%,7%,0%,6%,-7%,-4%,-28%,15%
CC(C)(C)C(=O)C1=C(O)C(=O)N(c2ccccc2)C1c1ccccc1 (stereo unspecified),1%,0.0%,-1,-7%,-28%,-2%,?,-1%,-11%,-3%,17%
Cc1ccc(C)c(SCC(=O)OC/C(O)=C(\C#N)c2nc3ccccc3[nH]2)c1,-2%,0.0%,2,1%,-10%,32%,3%,0%,?,-35%,-64%[inhibitor]
COc1ccc(OC)c(C(C)NC(=O)C(C)n2cc([N+](=O)[O-])cn2)c1 (stereo unspecified),3%,0.0%,0,23%,6%,3%,3%,-1%,4%,3%,-2%
Cn1ncc(Cl)c1C(=O)N1CCc2ccccc21,-1%,0.4%,8,28%,5%,3%,·,3%,4%,-19%,-3%
CC1CCN(c2cc(N3CCOCC3)c([N+](=O)[O-])cc2F)CC1,0%,0.4%,26,-5%,11%,-24%,-1%,-6%,-6%,-21%,9%
O=C(OCC(=O)N1CCc2ccccc21)C1CCCN1S(=O)(=O)c1ccc(Cl)cc1 (stereo unspecified),-8%,-0.4%,4,0%,8%,3%,-1%,-5%,2%,1%,25%
Cc1ccc(C(=O)COC(=O)c2cnccn2)cc1C,2%,0.3%,13,9%,-8%,·,·,·,1%,·,·
CCN1CCN(c2ccc(N=Cc3ccc(O)cc3O)cc2)CC1,2%,0.1%,0,25%,3%,4%,·,6%,0%,-3%,?
SMILES,USP2a inh,B2AR arrestin,TRPV1 ag,Eya2 phos inh,p53 reactivation,ASM inhibitor,uPA generation,TSG101-PTAP inh,ELG1 genotox,BRCA1 expr act,a7 integrin act
Cc1nn(Cc2ccc(C(=O)Nc3nccs3)cc2)c(C)c1Cl,-1%,-1.2%,10,-3%,3%,-4%,-3%,-8%,-11%,-14%,0%
Cc1[nH]n(-c2ccccc2)c(=O)c1C(c1ccccc1C(=O)O)c1c(C)[nH]n(-c2ccccc2)c1=O,2%,-0.3%,0,6%,2%,6%,3%,-1%,-1%,-16%,-7%
NNC(=O)c1ccc(Cn2cccn2)o1,8%,0.3%,21,1%,8%,3%,-2%,3%,1%,-2%,-5%
COc1cccc(OC)c1CC1SC(=O)NC1=O (stereo unspecified),2%,-0.1%,2,16%,3%,2%,6%,1%,3%,-1%,6%
CN1CCN(CC(=O)NC(=O)NC2CCCCC2)CC1,2%,0.1%,1,-20%,5%,3%,13%,-2%,3%,-5%,?
O=C1c2cccc3cccc(c23)C(=O)N1CCc1ccccc1,0%,0.1%,9,7%,25%,-13%,-1%,-1%,4%,4%,11%
CC1=C(C#N)C(NC(=O)c2ccco2)(C(F)(F)F)C(=O)N1 (stereo unspecified),2%,-0.1%,-1,-11%,1%,8%,8%,-2%,-1%,-2%,8%
CCOC(=O)C1=C(C)NC(=O)NC1c1ccccc1OCc1c(F)cccc1Cl (stereo unspecified),1%,0.4%,-1,-7%,0%,-3%,-9%,-1%,-4%,-27%,-25%
Cc1cc(C)c(NC(=O)c2ccccc2N(C)S(C)(=O)=O)c(C)c1,3%,-0.5%,-1,0%,-2%,2%,·,-6%,0%,1%,10%
CSc1ccccc1C(=O)N1CCOCC1,-1%,-0.8%,-1,12%,2%,8%,-2%,2%,2%,-3%,31%

# Rewritten as tab-separated lines: part of the list above
smiles	USP2a inh	B2AR arrestin	TRPV1 ag	Eya2 phos inh	p53 reactivation	ASM inhibitor	uPA generation	TSG101-PTAP inh	ELG1 genotox	BRCA1 expr act	a7 integrin act
NNC(=O)c1ccc(Cn2cccn2)o1	8%	0.3%	21	1%	8%	3%	-2%	3%	1%	-2%	-5%
COc1cccc(OC)c1CC1SC(=O)NC1=O (stereo unspecified)	2%	-0.1%	2	16%	3%	2%	6%	1%	3%	-1%	6%
CN1CCN(CC(=O)NC(=O)NC2CCCCC2)CC1	2%	0.1%	1	-20%	5%	3%	13%	-2%	3%	-5%	?
O=C1c2cccc3cccc(c23)C(=O)N1CCc1ccccc1	0%	0.1%	9	7%	25%	-13%	-1%	-1%	4%	4%	11%
CC1=C(C#N)C(NC(=O)c2ccco2)(C(F)(F)F)C(=O)N1 (stereo unspecified)	2%	-0.1%	-1	-11%	1%	8%	8%	-2%	-1%	-2%	8%
